Compound activity deposited in PubChem by National Center for Advancing Translational Sciences (NCATS).
GCN5L2 inh – GCN5L2 (KAT2A) acetyltransferase inhibition. GCN5L2 HAT assay, ThioGlo1 CoA-SH fluorescence. Potency, µM (doses to about 58.9 µM), without a hit: top-dose activity change, negative = inhibition, usual class: inhibitors. 390,000 compounds, 0.21% hits. AID 504327
Target sequence (Q92830 whole entry, looked up): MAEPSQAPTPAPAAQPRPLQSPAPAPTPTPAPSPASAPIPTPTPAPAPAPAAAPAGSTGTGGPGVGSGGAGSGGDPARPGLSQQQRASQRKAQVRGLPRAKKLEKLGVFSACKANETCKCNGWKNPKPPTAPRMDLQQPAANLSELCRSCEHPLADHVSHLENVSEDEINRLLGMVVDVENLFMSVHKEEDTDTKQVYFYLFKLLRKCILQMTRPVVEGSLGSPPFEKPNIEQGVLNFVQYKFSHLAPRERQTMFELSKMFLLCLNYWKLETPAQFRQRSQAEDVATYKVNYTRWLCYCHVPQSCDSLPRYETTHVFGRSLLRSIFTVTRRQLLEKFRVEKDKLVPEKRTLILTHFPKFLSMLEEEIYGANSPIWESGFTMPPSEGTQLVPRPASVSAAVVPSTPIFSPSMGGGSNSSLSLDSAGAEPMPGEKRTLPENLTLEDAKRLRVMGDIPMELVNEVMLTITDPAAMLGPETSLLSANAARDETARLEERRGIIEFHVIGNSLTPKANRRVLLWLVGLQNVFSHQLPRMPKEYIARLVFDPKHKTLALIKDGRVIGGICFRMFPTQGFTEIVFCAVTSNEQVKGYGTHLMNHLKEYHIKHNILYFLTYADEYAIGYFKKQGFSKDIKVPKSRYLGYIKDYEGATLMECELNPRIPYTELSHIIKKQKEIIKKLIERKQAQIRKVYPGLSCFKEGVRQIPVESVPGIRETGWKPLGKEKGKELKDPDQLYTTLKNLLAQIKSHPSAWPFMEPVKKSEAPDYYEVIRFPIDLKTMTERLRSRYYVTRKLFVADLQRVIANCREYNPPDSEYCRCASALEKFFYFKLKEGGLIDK
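GCN5L2 (20nM final) in 50mM HEPES, 0.1mM EDTA pH 7.5, 0.01% Tween-20 was preincubated 15 min at room temperature with compound, then given ThioGlo1 (50uM), H3(1-25) peptide (75uM) and acetyl-CoA (70uM); CoA-thiol fluorescence (Ex340/Em540) was read at 0 and 20 min.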
N370S GC mod – N370S glucocerebrosidase modulation, Gaucher chaperone candidate. P04062. N370S GC spleen homogenate, 4MU-glucoside fluorescence. Potency, µM (highest dose often 59.4 µM), for inactives: top-dose activity change, negative = inhibition, usual class: inhibitors. 330,000 compounds, 0.092% hits;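 note: 0% = full enzyme activity and -100% = no enzyme basal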
FEN1 inh – blocks human flap endonuclease 1 | P39748 | Recombinant FEN1 flap cleavage, fluorescence, 15 min | Potency, µM (titrated, usually from 114 µM), without a hit: at the highest dose activity change, negative = inhibition, usual class: inhibitors | 390,000 compounds, 0.35% hits; note: nearly all actives have a fitted effect of over 65% in size
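Potency values derive from four-parameter Hill fits of normalized qHTS data. The reaction used 10 nM FEN1 preincubated 15 min at room temperature with compound, then 50 nM DNA substrate, read at 0 and 15 min.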
Active calls of the source: *; ? = inconclusive; . = no result given; & = joins results of further samples; [ ] = dose if it differs, or a comment. Calls come from the whole dose curve; as a rule, active = well fitted curve in the direction sought with a large enough effect; inconclusive = small, poorly fitted or top-dose-only effect, or another doubt; inactive = no such curve, though single readings can be large; an effect the other way counts as inactive or inconclusive. Unless noted, % is set by controls: 0 for no effect and ±100 for the full control effect; potency is the fitted concentration of half-maximal effect. Rows were taken by chance; any-hit rate near 0.54%.

1) CCOc1ccc(C(=O)Nc2ccc3c(c2)OCCO3)cc1[N+](=O)[O-]
- GCN5L2 inh: -1.9%
- N370S GC mod: -7.8%
- FEN1 inh: -0.2%
2) COc1cc(CC(=O)Nc2ccc3nc(C)sc3c2)cc(OC)c1OC
- GCN5L2 inh: -3.9%
- N370S GC mod: 15.3%
- FEN1 inh: 4.2%
3) COc1cc(NC(=O)Cn2nc(Cc3cccnc3)c3ccccc3c2=O)cc(OC)c1OC
- GCN5L2 inh: -0.7%&-14.7%
- N370S GC mod: -3.3%
- FEN1 inh: 15.1%&-19.0%
4) O=C(NCC1CCCO1)C1CCN(S(=O)(=O)Cc2ccccc2)CC1 (stereo not drawn)
- GCN5L2 inh: 0.4%
- N370S GC mod: 0.6%
- FEN1 inh: -2.3%
5) COc1ccccc1NC(=O)CCCc1c[nH]c2ccccc12
- GCN5L2 inh: -8.0%
- N370S GC mod: 1.0%
- FEN1 inh: 2.2%
6) COC(=O)Cc1[nH]n(-c2nc3ccccc3s2)c(=O)c1C(C)=Nc1ccc(OC)cc1
- GCN5L2 inh: 4.7%
- N370S GC mod: -8.4%
- FEN1 inh: -13.3%
7) COc1ccc(C2CC(=O)C3=C(C2)Nc2ncnn2C3c2ccccc2C)cc1 (stereo not drawn)
- GCN5L2 inh: 2.9%
- N370S GC mod: 20.2%
- FEN1 inh: -9.4%
8) S=C(c1ccccc1)N(c1ccccc1)c1ccccc1
- GCN5L2 inh: -8.8%
- N370S GC mod: 1.5%
- FEN1 inh: -3.2%
9) O=C(N/N=C/c1ccc2ccccc2c1)c1ccc(COc2ccc3c(c2)CCC3)o1
- GCN5L2 inh: -1.9%
- N370S GC mod: -0.3%
- FEN1 inh: ?
10) COc1ccc(NC(=O)CCC(=O)N/N=C/c2cccnc2)cc1
- GCN5L2 inh: -20.1%
- N370S GC mod: -3.9%
- FEN1 inh: -18.2%
11) COc1ccc(CNC(=O)/C=C/C(=O)O)cc1OC
- GCN5L2 inh: -4.2%
- N370S GC mod: 9.4%
- FEN1 inh: 9.3%
12) CC12CC3CC(C)(C1)CC(C(=O)NC(=S)N1CCCCC1)(C3)C2
- GCN5L2 inh: -1.7%
- N370S GC mod: 22.9%
- FEN1 inh: 2.0%
13) CN(Cc1cnn(Cc2ccccc2)c1)C(=O)CN=C1NS(=O)(=O)c2ccccc21
- GCN5L2 inh: -2.4%
- N370S GC mod: .
- FEN1 inh: 15.2%
14) Cc1ccc(S(=O)(=O)c2nc(-c3cccs3)oc2SC(C)c2ccccc2)cc1 (stereo not drawn)
- GCN5L2 inh: -7.9%
- N370S GC mod: .
- FEN1 inh: 12.2%
15) CCOC(=O)c1c(NC(=O)c2ccc(OC)cc2)sc2c1CCCCC2
- GCN5L2 inh: -2.8%
- N370S GC mod: .
- FEN1 inh: -4.1%
16) Cc1nc(N2CCN(C(=O)c3ccco3)CC2)nc2c1C(=O)CCC2
- GCN5L2 inh: -25.0%
- N370S GC mod: -16.6%
- FEN1 inh: 18.9%
17) Cc1ccc(Nc2nnc(SCC(=O)NCc3ccco3)s2)cc1
- GCN5L2 inh: -24.0%
- N370S GC mod: 5.2%[2.35 µM]
- FEN1 inh: -2.1%
18) COCCCNC(=O)Cn1nnc(-c2ccccc2NC(=O)c2ccc(F)cc2)n1
- GCN5L2 inh: 5.7%
- N370S GC mod: 6.5%
- FEN1 inh: -2.0%
19) O=C(/C=C/c1ccccc1)Nc1ccc(CN2CCOCC2)cc1
- GCN5L2 inh: -3.4%
- N370S GC mod: -4.8%
- FEN1 inh: -14.5%
20) Cc1nn2c(N3CCOCC3)cc(C(C)(C)C)nc2c1-c1ccccc1
- GCN5L2 inh: -6.6%
- N370S GC mod: -1.1%
- FEN1 inh: 4.0%
21) COc1ccc2c(c1)OCC1=C2CCC2(C)C(=O)CC=C12 (stereo not drawn)
- GCN5L2 inh: 2.1%
- N370S GC mod: 21.3%
- FEN1 inh: .
22) Nc1ccccc1Nc1nc2ccccc2[nH]1
- GCN5L2 inh: -1.8%
- N370S GC mod: 1.7%
- FEN1 inh: -8.6%
23) COc1ccc2c(c1[N+](=O)[O-])CCC/C2=N/OC(=O)c1cccc2ccccc12
- GCN5L2 inh: 10.4%
- N370S GC mod: -4.5%
- FEN1 inh: -5.9%
24) COc1ccc(-n2nc(C)c3sc(C)nc3c2=O)cc1
- GCN5L2 inh: -1.7%
- N370S GC mod: -0.8%
- FEN1 inh: 0.1%
25) CCN(CC(=O)Nc1ccc(OC)cc1)C(=O)c1ccc(N2CCCC2=O)cc1
- GCN5L2 inh: -3.0%
- N370S GC mod: .
- FEN1 inh: -2.4%

26) CCCC(=O)N(CCN1CCOCC1)c1nc2ccc(OCC)cc2s1
- GCN5L2 inh: -3.5%
- N370S GC mod: -10.6%
- FEN1 inh: -16.5%
27) Cc1ccc(S(=O)(=O)N(C)C)cc1NC(=O)/C=C/c1cccs1
- GCN5L2 inh: -2.2%
- N370S GC mod: 1.5%
- FEN1 inh: -1.8%
28) CC1(C)CC2(CCO1)C(Nc1ccccc1)=NC(=S)N2c1ccccc1 (stereo not drawn)
- GCN5L2 inh: -6.1%
- N370S GC mod: 6.4%
- FEN1 inh: -0.8%
29) CC(CC(C)(C)C)CP(=O)(O)CC(C)CC(C)(C)C (stereo not drawn)
- GCN5L2 inh: -3.1%
- N370S GC mod: -1.3%
- FEN1 inh: .
30) Cc1ccc([N+](=O)[O-])cc1S(=O)(=O)N1CCNCC1
- GCN5L2 inh: -6.4%
- N370S GC mod: 6.7%
- FEN1 inh: 0.7%
31) O=C(Cn1cnc2c(nnn2Cc2ccc(F)cc2)c1=O)N1CCN(c2ccccc2)CC1
- GCN5L2 inh: 2.0%
- N370S GC mod: 1.3%
- FEN1 inh: -5.4%
32) O=C(Cn1ccc2ccccc2c1=O)NCCC(=O)N1CCN(c2cccc(Cl)c2)CC1
- GCN5L2 inh: -0.8%
- N370S GC mod: ?
- FEN1 inh: -9.3%
33) CCOc1cccc(=O)c2c(C)n(CC3CCCO3)c(C)c12 (stereo not drawn)
- GCN5L2 inh: -8.5%
- N370S GC mod: -0.7%
- FEN1 inh: -11.8%
34) COc1cc2ccccc2cc1C(=O)N1CC(C)CC(C)C1 (stereo not drawn)
- GCN5L2 inh: -0.8%
- N370S GC mod: -4.6%
- FEN1 inh: 5.0%
35) COc1ccc2c(c1OC)C(=O)OC2Nc1nc(-c2ccc(-c3ccccc3)cc2)cs1 (stereo not drawn)
- GCN5L2 inh: -4.4%
- N370S GC mod: 3.1%
- FEN1 inh: -0.1%
36) Cc1ccc(Oc2nccc(-c3ccc(Cl)cc3)n2)cc1
- GCN5L2 inh: 6.2%
- N370S GC mod: 20.8%
- FEN1 inh: 3.1%
37) COc1ccc(N2CCN(c3ncccc3C#N)CC2)cc1
- GCN5L2 inh: -2.9%
- N370S GC mod: -4.5%
- FEN1 inh: -0.4%
38) CCN(Cc1ccccc1)C(=O)COC(=O)[C@@H]1CCCN1C(=O)c1cccs1
- GCN5L2 inh: -9.1%
- N370S GC mod: .
- FEN1 inh: -14.5%
39) Oc1ccc(N=Cc2sc3ccccc3c2Cl)cc1
- GCN5L2 inh: -3.6%
- N370S GC mod: ?
- FEN1 inh: ?
40) CCc1cccc(C)c1NC(=O)C1CCN(c2nnc(C)c3c(C)n(-c4ccccc4)nc23)CC1
- GCN5L2 inh: -14.1%
- N370S GC mod: .
- FEN1 inh: -3.0%
41) CCOC(=O)c1[nH]cnc1C(=O)Nc1ccccc1C
- GCN5L2 inh: -15.2%
- N370S GC mod: -1.8%
- FEN1 inh: -10.8%
42) O=C(O)c1ccc(NC(=S)NC(=O)C(c2ccccc2)c2ccccc2)cc1
- GCN5L2 inh: 1.0%
- N370S GC mod: -6.4%
- FEN1 inh: 0.2%
43) CC(=O)c1c(O)cc2n(c1=O)-c1ccc(Cl)cc1C2(C)C
- GCN5L2 inh: -3.8%
- N370S GC mod: 3.3%
- FEN1 inh: 1.9%
44) Cc1cnccc1CNC(=O)C1CCC(=O)N(Cc2ccc(Cl)cc2)C1 (stereo not drawn)
- GCN5L2 inh: 0.3%
- N370S GC mod: -5.4%
- FEN1 inh: 15.6%
45) CC(=O)c1cccc(OCc2cc(C(=O)NCc3nc(C)c(C)s3)no2)c1
- GCN5L2 inh: -32.1%
- N370S GC mod: 6.2%
- FEN1 inh: -1.3%
46) Cc1[nH][nH]c(=O)c1C(c1cc([N+](=O)[O-])ccc1O)c1c(C)[nH][nH]c1=O
- GCN5L2 inh: 8.1%
- N370S GC mod: ?
- FEN1 inh: 3.6%
47) CC(=O)Nc1ccc(S(=O)(=O)NCc2nc(-c3cccc(C)c3)no2)cc1
- GCN5L2 inh: -6.4%
- N370S GC mod: -2.0%
- FEN1 inh: 7.3%
48) Cc1ccc(CCNc2ccccc2)c[n+]1[O-]
- GCN5L2 inh: -7.4%
- N370S GC mod: 3.3%
- FEN1 inh: 13.6%
49) CCNc1ncc2nc(-c3ccccc3)c(=O)n(Cc3ccc(F)cc3)c2n1
- GCN5L2 inh: ?
- N370S GC mod: ?
- FEN1 inh: .
50) COc1ccc(NC(=S)NNc2ccc(S(=O)(=O)Nc3ccccc3C(=O)O)cc2[N+](=O)[O-])cc1
- GCN5L2 inh: ?
- N370S GC mod: -11.4%
- FEN1 inh: ?

(further entries)
| nr | SMILES | GCN5L2 inh | N370S GC mod | FEN1 inh |
| --- | --- | --- | --- | --- |
| 51 | N#Cc1ccc(-c2ccccc2)nc1SCCN1CCOCC1 | -4.9% | ? | -9.7% |
| 52 | Fc1ccc(-c2nnn(Cc3ccccc3Cl)n2)cc1 | 17.7% | 15.1% | 12.3% |
| 53 | Cc1ccc(CN(Cc2ccco2)C(=O)c2ccccc2Br)o1 | -5.8% | . | -13.8% |
| 54 | CC(=O)N1CCc2cc(C(=O)CN3CCN(c4ccccc4F)CC3)ccc21 | -16.3% | -7.3% | 9.9% |
| 55 | O=C(O)CC1(CC(=O)Nc2ccc(Oc3cccc(C(F)(F)F)c3)nc2)CCCC1 | -0.2% | -2.3% | -18.7% |
| 56 | CCOc1ccc(/C=C/C(=O)CCC(=O)O)cc1 | -2.5% | 1.7% | -1.1% |
| 57 | COc1ccc(CN2CC(C(=O)NCc3ccccn3)CC2=O)cc1 (stereo not drawn) | -4.6% | 1.0% | -5.6% |
| 58 | N#Cc1ccsc1NC(=O)C1CCN(C(=O)c2ccc(Cl)cc2)CC1 | 2.6% | -10.7% | -10.8% |
| 59 | C=C[C@](C)(CC[C@@]1(C)C(C)CC(OC2OC(C)C(OC3OC(COC(C)=O)C(O)C(O)C3O)C(O)C2O)[C@@]2(C)C(C)=CCCC12)OC1OC(C)C(O[C@@H]2O[C@@H](C)C(O)C(O)[C@H]2O)C(O)C1O (stereo partly drawn) | -4.4% | . | 16.0% |
| 60 | O=C1CN(c2nc(-c3ccccc3)c3cc(Br)ccc3n2)c2ccccc2N1 | -21.2% | -28.5% | . |
| 61 | COc1ccc(C(O)P(=O)(OC(C)C)c2ccc(N(C)C)cc2)c(OC)c1 (stereo not drawn) | -16.9% | -8.4% | 1.1% |
| 62 | O=C(CCn1ccc2cc(S(=O)(=O)N3CCCC3)ccc21)NCc1cccc(Cl)c1 | -7.2% | . | 1.4% |
| 63 | Cc1ccc(NC(=S)NCCc2ccc(F)cc2)c(C)c1 | 20.3% | 8.1% | 0.5% |
| 64 | CCOC(=O)c1nn(-c2ccccc2)c2nnc(Cc3ccccc3)c(=O)n12 | 1.0% | 17.6% | -0.2% |
| 65 | CC(C)Oc1cccc(-c2cc(C(=O)N3CCN(c4ncccn4)CC3)c3ccccc3n2)c1 | ? | 23.3% | . |
| 66 | COc1cccc(-c2nc(NCc3cnc(C)cn3)c3ccccc3n2)c1 | -15.7% | -4.8% | . |
| 67 | NS(=O)(=O)c1cccc(NC(=O)CC23CC4CC(CC(Br)(C4)C2)C3)c1 | -5.5% | -5.5% | -15.5% |
| 68 | Oc1[nH]c2ccccc2c1N=NC(=S)NCC1CCCO1 (stereo not drawn) | -4.4% | 16.3% | -0.4% |
| 69 | COc1cccc(NC(=S)N(Cc2ccc(C)cc2)Cc2ccccn2)c1 | -16.0% | -5.9% | -10.8% |
| 70 | CCCCOc1ccc(C(=O)N2CCC(C)CC2)cc1 | -0.5% | 1.8% | 0.9% |
| 71 | O=C(CSc1nc(O)c(Cc2ccccc2)c(=O)[nH]1)Nc1nc2c(s1)CCCC2 | 0.4% | ? | 6.0% |
| 72 | COc1ccc([N+](=O)[O-])cc1NC(=O)Cc1noc2ccc(C)cc12 | -4.2% | -3.6% | 3.4% |
| 73 | O=S(=O)(Nc1cc(S(=O)(=O)N2CCOCC2)ccc1Cl)c1ccccc1 | 0.5% | . | -2.6% |
| 74 | CCO[C@H]1OC(C(=O)Nc2ccccc2)=C[C@@H](c2csc3ccccc23)[C@@H]1CCCO | -8.1% | 6.3% | ? |
| 75 | Cc1cc(C(F)(F)F)nc(SCC(=O)Nc2nccs2)n1 | -1.8% | -3.3% | 23.6% |
| 76 | COc1cc(OC)cc(-c2nnc(SCC(=O)N3CCCC3)o2)c1 | -15.5% | 2.5% | 6.7% |
| 77 | Cn1c(N)c(C(=O)COC(=O)COc2ccc(Br)cc2)c(=O)n(C)c1=O | -2.8% | . | -6.6% |
